# Compound activity deposited in PubChem by Sanford-Burnham Center for Chemical Genomics.
# SENP6 inh = inhibitors of human SENP6 protease; Q9GZR1; Recombinant SENP6 catalytic domain, aminoluciferin luminescence; inhibition, % at 10 µM; actives 1.8% (n = 330,000);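 active = inhibition above about 50% at the single tested dose, limit read from the data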;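 note: plate controls were DMSO wells with enzyme for no effect and DMSO wells lacking enzyme for full effect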
# HKDC1 inh = inhibitors of human hexokinase HKDC1; Q2TB90; recombinant HKDC1, G6PDH/diaphorase resazurin coupled fluorescence; inhibition, % at 20 µM; actives 0.16% (n = 340,000); AID 493160;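 active = inhibition above about 35% when tested at 20 µM, limit read from the data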;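 note: plate controls were DMSO wells with enzyme for no effect and DMSO wells lacking enzyme for full effect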
#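 Test system: recombinant HKDC1 (HK5) hexokinase enzyme, produced in-house; Amount: enzyme 5 µg/mL final; Buffer or medium: Tris pH 8.0 buffer with MgCl2, Tween-20, BSA, BME; Reagent: glucose and ATP substrates; Doses: 20 µM test compound, 1% DMSO; Incubation: 90 min reaction incubation at room temperature, dark; Detection: resorufin fluorescence at 613 nm.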
# SENP1 FRET inh = blocks the human SENP1 SUMO protease catalytic domain. Q9P0U3. recombinant SENP1 catalytic domain, CyPet-SUMO1-YPet FRET cleavage. inhibition, % at 10 µM. actives 0.21% (n = 360,000);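 active = inhibition at least 30% at 10 µM, raw YFP signal under a set limit, fluorescence ratio 0.5 to 1.5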;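 note: 0% = enzyme with DMSO and 100% = no enzyme wells; some results filed as inactive read as strong as hits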
# Target sequence (Q9P0U3 419-644 limits assumed): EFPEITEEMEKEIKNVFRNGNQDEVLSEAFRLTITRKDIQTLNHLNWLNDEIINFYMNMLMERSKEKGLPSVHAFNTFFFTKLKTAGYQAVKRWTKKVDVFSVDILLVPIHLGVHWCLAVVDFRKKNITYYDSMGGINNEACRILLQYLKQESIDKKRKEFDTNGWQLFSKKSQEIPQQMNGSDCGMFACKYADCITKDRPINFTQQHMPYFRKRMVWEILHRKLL
#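 Material – human SENP1 catalytic domain · Input – SENP1 enzyme, 20 pM final · Compound dosing – single concentration of 10 µM compound, 0.5% DMSO final · Timing – enzyme reaction for 50 min at room temperature, dark · Measured by – FRET fluorescence in CFP and YFP emission channels · Control set – no-enzyme wells low, DMSO-plus-enzyme wells high control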
# PfG6PD inh = PfG6PD (Plasmodium falciparum) enzyme inhibition; actives 0.78% (n = 350,000); inhibition, % at 20 µM; PfGluPho enzyme, NADPH resazurin-diaphorase fluorescence; AID 504690;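 active = inhibition reaching at least a set limit at 20 µM in the primary screen, cut at about 59% in these data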;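 note: 0% = DMSO wells with substrate and 100% = DMSO wells lacking glucose-6-phosphate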
# Apaf-1 inh = inhibitors of human Apaf-1 apoptosome | O14727 | reconstituted apoptosome caspase-3 activity, DEVD-Rh110 fluorescence | inhibition, % at 20 µM | actives 0.71% (n = 330,000); active = inhibition of at least 40% at 20 µM;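 note: plate controls were DMSO wells for no effect and DEVD-CHO caspase inhibitor wells for full effect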
#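 Assay system: Apoptosome proteins | Medium: pH 7.5 Hepes buffer with CHAPS, BSA, DTT | Also added: Cytochrome c and DEVD-Rh110 substrate | Times: 30 min plus 50 min, RT | Detection: Rhodamine 110 fluorescence at Ex 480/Em 540 nm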
# SENP8 block-1 = inhibitors of human SENP8 protease. Q96LD8. purified SENP8, Z-RLRGG-aminoluciferin cleavage, luminescence. inhibition, % at 10 µM. actives 1.2% (n = 330,000). AID 2540; in the data active = inhibition above about 50%
# Target sequence (Q96LD8 whole entry, looked up): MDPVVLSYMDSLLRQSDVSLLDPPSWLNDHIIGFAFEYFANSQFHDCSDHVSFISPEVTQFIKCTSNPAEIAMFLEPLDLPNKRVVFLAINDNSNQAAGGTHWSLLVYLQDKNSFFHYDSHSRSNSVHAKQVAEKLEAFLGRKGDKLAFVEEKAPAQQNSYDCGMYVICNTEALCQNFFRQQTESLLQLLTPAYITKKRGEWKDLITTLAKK
# SENP7 inh = blocks the human protease SENP7. Q9BQF6. recombinant SENP7, Z-RLRGG-aminoluciferin luminescence, 40 min. inhibition, % at 5 µM. actives 1.5% (n = 330,000);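 active = inhibition above about 50% at the single test dose, limit read from the data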;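 note: plate controls were DMSO with enzyme for no effect and no enzyme buffer wells for full effect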
# Target sequence (Q9BQF6 706-1050 limits assumed): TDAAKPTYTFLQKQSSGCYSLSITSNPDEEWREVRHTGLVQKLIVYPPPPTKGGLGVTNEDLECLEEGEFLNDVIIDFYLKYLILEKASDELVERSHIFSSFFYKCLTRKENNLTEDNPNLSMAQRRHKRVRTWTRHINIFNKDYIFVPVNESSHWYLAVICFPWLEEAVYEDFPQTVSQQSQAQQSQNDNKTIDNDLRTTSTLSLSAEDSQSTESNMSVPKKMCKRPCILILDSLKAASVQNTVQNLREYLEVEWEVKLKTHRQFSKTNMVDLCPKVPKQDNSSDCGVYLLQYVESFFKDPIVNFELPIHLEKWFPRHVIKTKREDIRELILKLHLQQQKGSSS
# SENP8 block-2 = SENP8 (human) protease inhibition | AID 602440 | recombinant SENP8, Nedd8 substrate fluorescence | actives 0.64% (n = 360,000) | inhibition, % at 20 µM; in the data active = inhibition mostly above about 40%, no sharp cut-off; inactive = mostly below about 27%
# * = called active by the depositor; i = inactive; · = no result given.
# Sample of the layout, 5 compounds:
SMILES,SENP6 inh,HKDC1 inh,SENP1 FRET inh,PfG6PD inh,Apaf-1 inh,SENP8 block-1,SENP7 inh,SENP8 block-2
CCOC1=NC(=C(c2ccccc2)c2ccccc2)OC1=O,·,-2,0,19,·,·,·,i
O=C(Cc1ccccc1)CC1(O)C(=O)Nc2ccccc21 (stereo not drawn),6,-8,1,-14,-7,-4,7,18
CCc1nnc(NC(=O)CSc2nnc(C(C)NC(=O)c3ccccc3)n2C)s1 (stereo not drawn),-16,-4,1,14,4,-4,-6,3
CCN(CC)S(=O)(=O)c1ccc(NS(=O)(=O)c2ccc(OC)c([N+](=O)[O-])c2)cc1,5,13,1,-24,4,5,4,23
CC1=C(C(=O)NC2CCC(C)CC2)C2(CCC(C)CC2)OC1=O (stereo not drawn),0,-5,3,-3,-1,11,1,-8

# Results, from the first entry:
SMILES,SENP6 inh,HKDC1 inh,SENP1 FRET inh,PfG6PD inh,Apaf-1 inh,SENP8 block-1,SENP7 inh,SENP8 block-2
CCOC1=NC(=C(c2ccccc2)c2ccccc2)OC1=O,·,-2,0,19,·,·,·,i
O=C(Cc1ccccc1)CC1(O)C(=O)Nc2ccccc21 (stereo not drawn),6,-8,1,-14,-7,-4,7,18
CCc1nnc(NC(=O)CSc2nnc(C(C)NC(=O)c3ccccc3)n2C)s1 (stereo not drawn),-16,-4,1,14,4,-4,-6,3
CCN(CC)S(=O)(=O)c1ccc(NS(=O)(=O)c2ccc(OC)c([N+](=O)[O-])c2)cc1,5,13,1,-24,4,5,4,23
CC1=C(C(=O)NC2CCC(C)CC2)C2(CCC(C)CC2)OC1=O (stereo not drawn),0,-5,3,-3,-1,11,1,-8
Cc1nc(-c2ccc(F)cc2)c(CC(=O)N(C)CC(=O)Nc2c(C)cccc2C)s1,1,-3,-2,0,19,-5,-12,2
CCOc1ccccc1NC(=O)c1cccc(NC(=O)c2ccco2)c1,-10,1,1,1,-1,-2,0,9
O=C(N/N=C/c1ccccc1Cl)C1CC1,8,-3,-1,-14,-1,15,1,11
CCn1c(CSc2ncccn2)nnc1SCC(=O)N1c2ccccc2CC1C (stereo not drawn),1,-12,2,4,-24,-1,-3,18
COc1ccc(Nc2nc(-c3sc(C)nc3C)cs2)cc1,10,-4,2,31,14,-14,10,-32
CCc1nc(SCc2cc(=O)[nH]c3ccccc23)c2c(C)c(C)sc2n1,·,-5,1,2,·,·,·,6
O=C(NCN1CCN(c2ccccc2F)CC1)c1cccnc1,2,-17,0,-3,-21,4,0,12
O=C(/C=C/c1c(F)cccc1Cl)Nc1ccncc1,65*,12,1,-12,1,33,62*,7
Cc1ccc2nc(-c3cccc(Br)c3)cc(C(=O)NC3=NCCS3)c2c1,-9,-2,-1,27,-7,-5,6,-34
CCOC(=O)c1[nH]c2ccccc2c1NC(=O)c1ccc(Br)o1,-7,-5,1,-11,6,3,2,-2
CSc1nc2sc3c(c2c(=O)[nH]1)CCc1ccccc1-3,-1,-1,2,-14,12,1,11,-61
COc1ccccc1NC(NC(=O)c1cccnc1)C(Cl)(Cl)Cl (stereo not drawn),-4,5,1,2,2,-6,-6,11
COc1cccc(NC(=O)c2oc3ccc(S(=O)(=O)N4CCOCC4)cc3c2C)c1,-13,-7,1,0,0,0,-8,4
COC(=O)CCCC(=O)N1CCCC(C(=O)c2ccccc2SC)C1 (stereo not drawn),-10,-3,0,-5,-6,2,-1,24
COc1cc(/C=N/NC(N)=S)ccc1OCC(=O)Nc1ccc(C)c(C)c1,3,-3,2,6,9,-2,-8,-1
Cc1ccc2c(CN3CCCc4ccccc43)cc(=O)oc2c1C,-15,-2,1,16,13,-3,0,-34
CCOC(=O)NC1(C(F)(F)F)NC(=O)N(Cc2ccco2)C1=O (stereo not drawn),-13,-4,-1,11,-19,-8,-1,9
CC1CCCN(S(=O)(=O)c2ccc(NC(=O)c3cccc(-n4cnnn4)c3)cc2)C1 (stereo not drawn),14,-2,-3,17,22,10,1,2
COC(=O)Cn1nc(-c2ccc(C)cc2)c2ccccc2c1=O,-10,-10,3,-6,1,1,-10,24
Cc1nc(NC(=O)CSc2nnc(-c3ccncc3)n2C)sc1C,-16,-5,1,-6,3,-1,9,8
CCN1CCN(S(=O)(=O)Cc2ccccc2Cl)CC1,-2,-5,-1,4,-12,-2,-5,5
CC1CCN(C(=O)c2cccc(NC(=O)c3cccs3)c2)CC1,-10,-4,-1,-22,7,-7,-6,-3
Cc1ccc(N(C(=O)c2csnn2)C(C(=O)NC(C)(C)C)c2ccccn2)cc1 (stereo not drawn),-24,3,1,-6,10,-9,-2,24
Cc1cc(C(=O)NCc2ccccc2Cl)n(-c2ccccc2)n1,-18,-6,1,0,-12,0,-7,6
CC(=O)c1c(C)[nH]c(C(=O)OCC(=O)Nc2cc(C)on2)c1C,12,-1,-1,-9,1,4,4,18
C#CCOC(=O)CCCC(=O)NCCCCCCCC,-19,6,3,1,17,-15,-6,14
CC(=O)c1cccc(NC(=O)NNC(=O)CCC(=O)Nc2ccc(C)c(C)c2)c1,-12,-7,1,25,4,-9,2,9
CCCCCCCCOc1ccc(C2OC34CCCCC3C(C#N)(C#N)C2(C#N)C(=N)O4)cc1 (stereo not drawn),0,7,-19,11,8,-4,1,-478
Cc1ccc(C(=O)Nc2ccc(N3CCOCC3)cc2N2CCOCC2)cc1,-7,-5,0,14,5,4,0,12
CCCSc1nc(C)cc(C)c1C(N)=O,-19,-4,1,-9,1,0,6,2
CCCN1CCN(c2ccc(S(N)(=O)=O)cc2[N+](=O)[O-])CC1,-20,27,2,-8,-19,2,7,18
O=C(NCCc1nnc2ccc(NCc3ccc(F)cc3)nn12)c1ccccc1,-11,2,-1,11,5,-9,-1,-6
FC(F)(Cl)c1nnc2ccc(Sc3ccccn3)nn12,17,-11,2,10,1,7,7,9
COC(=O)c1ccc(CSc2nnc(CNC(=O)c3ccccc3F)o2)o1,0,-3,3,3,-11,5,10,16
CC1CCCC(NC(=O)C2CCN(S(=O)(=O)N3CCOCC3)CC2)C1C (stereo not drawn),2,-13,0,-6,-13,-1,0,9
O=C(/C=C/c1ccccc1[N+](=O)[O-])c1ccccc1Br,-8,18,4,-16,12,-2,-1,9
COc1ccc(OC)c(NC(=O)C2CCCN(S(=O)(=O)c3cccc4nsnc34)C2)c1 (stereo not drawn),1,0,-12,8,10,-6,-3,8
Cc1cccc(NC(=O)c2cc(S(=O)(=O)N3CCc4ccccc43)cn2C)c1C,-8,-4,1,-14,14,-6,-6,9
O=C1NC(=S)N/C1=C/c1cc2c(cc1[N+](=O)[O-])OCO2,64*,-67,-20,0,88*,75*,26,-106
CCOC(=O)C1(CCc2ccccc2)CCN(Cc2nccn2CC)CC1,4,1,2,-3,-10,-1,0,23
Cc1noc(C)c1S(=O)(=O)NCc1ccc(CN(C)C)cc1,-1,-1,0,-14,-3,0,-5,4
O=C(COC(=O)CNC(=O)C1CCCCC1)Nc1ccccc1,-14,8,1,-10,-5,-5,8,15
CCc1cc(-c2nnc(SCC(=O)NC3CC3)n2C)cs1,-13,-3,0,5,10,0,2,11
O=C(O)CCC(=O)N1N=C(c2ccc(Br)cc2)CC1c1cccs1 (stereo not drawn),3,-10,1,-1,-1,5,5,-16
CN(CC(=O)Nc1ccccc1C(F)(F)F)C(=O)CSCc1ccc(Cl)c(Cl)c1,-8,1,0,15,11,1,5,10
CN(CC(=O)Nc1cc(S(=O)(=O)N2CCOCC2)ccc1Cl)C1CCS(=O)(=O)C1 (stereo not drawn),-24,2,2,-9,7,-7,-7,-1
O=C(CN1C(=O)/C(=C\c2cccc(Cl)c2)Sc2ccccc21)NCCCN1CCOCC1,-7,-3,-5,8,17,2,-2,-20
O=C1c2ccccc2S(=O)(=O)c2cc(C(=O)N3CCC(O)CC3)ccc21,-6,3,0,-10,-3,-9,-3,16
Cc1ccc(CN2CC(C(=O)Nc3ncccc3C)CC2=O)cc1 (stereo not drawn),-13,-2,3,-5,-9,-5,19,4
O=C(Nc1ccc(Br)cc1)c1ccc(F)c(S(=O)(=O)NCc2cccs2)c1,-21,9,2,14,12,-4,13,15
COc1ccccc1CC(NC(C)=O)C(=O)NC1CCN(c2nnnn2-c2ccccc2)CC1 (stereo not drawn),-5,-1,-1,3,1,-1,5,19
C=CCc1c(C)c(C#N)c2nc3ccccc3n2c1N1CCCCC1,-3,3,-32,-21,-1,-3,3,-278
CCN(CC(=O)Nc1c(F)cccc1F)C(=O)c1cccc(S(=O)(=O)N2CCN(c3ccccc3)CC2)c1,-6,0,1,-7,9,-6,16,3
CCCCn1c(N)c(N(CC(C)C)C(=O)CSCC(=O)Nc2ccc(C)cc2)c(=O)[nH]c1=O,-7,-8,-3,-3,-1,2,1,3
CC(=O)NC1=NN(C(C)=O)C(c2sccc2C)S1 (stereo not drawn),10,0,-1,24,2,-4,6,12
# Other results follow.
SMILES,SENP6 inh,HKDC1 inh,SENP1 FRET inh,PfG6PD inh,Apaf-1 inh,SENP8 block-1,SENP7 inh,SENP8 block-2
CCCC[C@@H]1CN=C(N)N1CCc1cccc(F)c1,-5,-2,0,11,4,-1,6,16
Cc1ccc(OCCNC(=O)/C=C/c2ccccc2)cc1C,-4,-7,2,1,8,-9,4,3
Cc1ccc(-c2cccc(CN3CCN(C4CCN(C(C)C)CC4)C(CCO)C3)c2)o1 (stereo not drawn),15,-7,-7,-8,5,-1,5,16
COc1ccc(N(C(=O)c2ccco2)C(C(=O)NC2CCCC2)c2ccncc2)cc1 (stereo not drawn),0,-6,1,-9,17,0,2,7
CC1CCC(C(=O)NNC(=O)c2cc(-c3ccco3)[nH]n2)CC1 (stereo not drawn),-31,-4,-4,2,-10,-6,-7,13
CCN(C(=O)CN1C(=O)NC(CCSC)C1=O)C1CCS(=O)(=O)C1 (stereo not drawn),11,-4,-1,1,-8,-1,10,14
C[C@@H](NC(=O)c1nc[nH]c1C(=O)N1CCc2ccccc2C1)c1ccccc1,-3,5,-2,8,9,7,8,5
COc1ccc(C2C(C(=O)NCc3cccnc3)c3ccccc3C(=O)N2C)cc1OC (stereo not drawn),6,2,0,4,8,-2,-2,9
NC(=O)c1cnn2c(-c3ccc(Cl)cc3Cl)ccnc12,6,-1,-1,1,3,-15,-7,-282
COc1ccc(OC)c(S(=O)(=O)Nc2ccc3[nH]c(=O)[nH]c3c2)c1,0,-2,-15,-2,2,1,1,23
CCOC(=O)c1c(NC(=O)CSc2nccc(=O)[nH]2)sc(C)c1C,-6,-2,1,-42,-2,-11,-12,-8
O=C(CCNC(=O)c1ccc([N+](=O)[O-])cc1)NC1CCCCC1,-13,-3,2,-8,-1,1,-1,16
COc1ccc(-n2cc(CNCC3CCOCC3)c(-c3cccc(F)c3)n2)cc1,11,2,-1,-7,9,-1,4,-34
CCc1cc2ccc(OC)cc2nc1SCC(=O)NNC(C)=O,-8,-18,2,7,-9,-3,9,-17
CCO[C@H]1OC(C(=O)NC2CC2)=C[C@@H](c2c[nH]c3ccccc23)[C@@H]1CCCO,-10,-1,-3,13,-1,-10,9,6
CC(C)[C@H](NC(=O)N1c2ccccc2NC(=O)[C@@H]1C(C)C)C(=O)N[C@@H](Cc1ccccc1)C(=O)O,-10,0,3,-3,-3,0,0,54*
